# mcGAS RapidFire: mouse cGAS inhibition by mass spec | recombinant mouse cGAS, cGAMP by RapidFire MS | Q8C6L5 | AID 1259397 | 130,000 tested, 0.18% active | inhibition, % at 12.5 µM;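 active = inhibition of cGAS enzyme activity at or above 60%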;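 also: enzyme stimulated by 45 bp dsDNA with ATP and GTP substrates; cGAMP share of summed cGAMP plus half ATP and half GTP signals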
# Target sequence (Q8C6L5 whole entry, looked up): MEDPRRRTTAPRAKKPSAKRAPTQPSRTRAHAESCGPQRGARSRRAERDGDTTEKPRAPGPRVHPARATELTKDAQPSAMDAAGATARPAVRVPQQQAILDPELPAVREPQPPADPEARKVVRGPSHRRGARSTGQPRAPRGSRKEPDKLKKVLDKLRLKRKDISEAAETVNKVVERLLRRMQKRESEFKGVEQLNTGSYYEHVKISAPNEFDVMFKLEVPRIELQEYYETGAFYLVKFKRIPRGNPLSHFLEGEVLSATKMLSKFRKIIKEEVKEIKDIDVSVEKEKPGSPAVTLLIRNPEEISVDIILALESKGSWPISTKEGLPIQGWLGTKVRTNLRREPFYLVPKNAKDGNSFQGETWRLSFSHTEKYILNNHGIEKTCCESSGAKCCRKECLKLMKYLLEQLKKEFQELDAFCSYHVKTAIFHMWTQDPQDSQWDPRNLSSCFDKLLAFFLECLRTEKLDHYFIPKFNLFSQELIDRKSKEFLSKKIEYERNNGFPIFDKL
# The depositor's hits bear a star; & = joins results of further samples. This is a subset. The share of hits here may be higher or lower than overall.
mcGAS RapidFire | molecule
11.7 | O=C(NC1CC1)c1cc2n(n1)C(C(F)(F)F)CC(c1ccco1)N2 (stereo unspecified)
-5.4 | CCCN1C(=O)c2ccccc2N(CC(=O)NC2CCN(C)CC2)C(=O)C1Cc1ccccc1 (stereo unspecified)
-3.2 | CN(Cc1cnccn1)C(=O)CC(c1ccccc1)c1ccccc1Cl (stereo unspecified)
-1.2 | Cc1ccc(S(=O)(=O)N(C)C)cc1NC(=O)CCSc1ccccc1Cl
-4.6 | CN1CC(NC(=O)Nc2ccc(-c3ccn[nH]3)cc2)CCC1=O (stereo unspecified)
-1.1 | CCc1ccc(-c2noc(CC(O)(c3ccc(C)o3)C(F)(F)F)n2)cc1 (stereo unspecified)
-6.6 | CCN(CC1CCCN(CCc2cccc(OC)c2)C1)C(=O)c1cccnc1SC (stereo unspecified)
-1.2 | CNC(=O)c1ccc(NC(=O)CCC(=O)c2ccc(Cl)s2)cc1

# Further results follow.
mcGAS RapidFire | molecule
-8.3 | Cc1cc(C(C)NC(=O)C(C)NC(=O)OCc2ccccc2)c(C)s1 (stereo unspecified)
-1.3 | COC(=O)CN1C(=O)CNC12CCN(C(=O)C(C)ON=C(C)C)CC2 (stereo unspecified)
-11.5 | NC(=O)C1CCN(c2ccc(S(=O)(=O)C(F)F)cc2)CC1
-13.9 | COc1ccc([C@@H]2C[C@H](NC(C)=O)C[C@H](CC(C)C)O2)c(OC)c1OC
-3.5 | Cc1ccncc1NS(=O)(=O)CCc1ccccc1
-2.8 | C=CCNCCCOc1c(C)cc(Cl)cc1Cl
0.6 | S=c1[nH]nc(-c2cccnc2)n1-c1ccc(Br)cc1
-14.8 | CN1CCCNC(=O)C12CCN(C(=O)C(O)c1ccc(F)cc1)CC2 (stereo unspecified)

# Next results follow.
mcGAS RapidFire | molecule
-3.7 | Cc1ccc2[nH]c(CN3CCOC(C(F)(F)F)C3)nc2c1C (stereo unspecified)
-2.9 | COC(=O)c1ccnc(C2CCCCC2=O)c1 (stereo unspecified)
-9.5 | CC(=O)N1CCCN(C(=O)NCC(C)c2ccc(F)cc2F)CC1 (stereo unspecified)
4.1 | CN1C(=O)CC(N(C)CCOc2ccccc2)C1=O (stereo unspecified)
-1.4 | CCCCCC(O)C1C(=O)OC(C)C(O)/C=C/C=C/C=C/C=C/C=C(\C)C(O)CC(O)CC(O)CC(O)CC(O)CC(O)CC1O (stereo unspecified)
4.2 | O=C(c1ccno1)N(CCCN1CCOCC1)c1nc2c(F)cc(F)cc2s1
-51.9 | Cn1c(-c2ccccc2F)nnc1S(=O)(=O)Cc1ccon1
-0.7 | CC1CCCC(C)N1C(=O)COC(=O)c1cccc(OC(F)F)c1 (stereo unspecified)

# Next structures follow.
mcGAS RapidFire | molecule
-10.3 | CC(C)(CNC(=O)N1CCC(N2CCCC2)CC1)c1ccc(F)cc1
-2.3 | CC(C)c1nc(CS(=O)(=O)C(C)C(=O)N(C)c2ccccc2)cs1 (stereo unspecified)
-1.6 | O=S1(=O)CCC(CNc2ccc3c(Cl)ccnc3c2F)C1 (stereo unspecified)
-8.3 | COc1ccc(Cl)c2sc(N(Cc3cccnc3)C(=O)c3cccc(S(C)(=O)=O)c3)nc12
-0.2 | CN(CC(=O)N1CCN(c2ncccn2)CC1)S(=O)(=O)c1cccs1
-1.9 | CC(C)N1CCCC(N2CCCN(CC(=O)N(C)C)CC2)C1=O (stereo unspecified)
-9.6 | COCCS(=O)(=O)NC1CN(C)CC1C (stereo unspecified)
-10.7 | CCc1cn[nH]c1C1CCCN(C(=O)c2nn3cc(C)cnc3c2Cl)C1 (stereo unspecified)

# New compounds follow:
mcGAS RapidFire | molecule
-2.6 | COc1ccc(NC(=O)N(C)Cc2ccc(Cl)s2)cn1
-14.1 | CCn1c(C2CCCN(C(=O)c3c(C)nc4sccn34)C2)nn(C)c1=O (stereo unspecified)
-5.6 | O=S(=O)(c1cccc(Oc2ccccc2)c1)N1CCn2cncc2C1
-11.8 | COCC(C)n1c(C)cc(C(=O)CSc2nc(C)nc3sc(C)c(C)c23)c1C (stereo unspecified)
1.4 | Cc1c(C(=O)O)sc2ncn(C)c(=O)c12
2.0 | Cc1nc2c(C(=O)Nc3ccc(Cl)cc3)c[nH]n2c(=O)c1C
-12.7 | Cc1cc(CS(=O)(=O)N2CCOC3CCCCC32)on1 (stereo unspecified)
-7.9 | CCC1CCCCN1C(=O)c1coc(CN2CCN(c3ncccn3)CC2)n1 (stereo unspecified)

# Next structures.
mcGAS RapidFire | molecule
0.3 | Cc1ccc(-c2nnc(Nc3ccc(CC(N)=O)cc3)c3ccccc23)cc1S(=O)(=O)NCCO
-13.1 | CCOC1CCCN(C(=O)Nc2ccc3c(ccn3CCOC)c2)C1 (stereo unspecified)
-0.3 | CC=CC=CC(=O)OCC(=O)N1CCN(C(=O)COC(=O)C=CC=CC)CC1
-30.5 | COc1cc(=O)n(-c2ccccc2C)nc1C(=O)NCc1ccc2c(c1)OCO2
-49.6 | COc1cc(CCC(=O)N2CCN3C(=O)CN(C)C(=O)C3C2)ccc1C (stereo unspecified)
-2.4 | Cc1ccc2nc(COc3cccc(C(=O)N4CCNC(=O)C4C(C)C)c3)cn2c1 (stereo unspecified)
-7.4 | O=C(O)c1cc(S(=O)(=O)N2CCCC2)cs1
-7.3 | CCCOC(=O)CCNS(=O)(=O)c1ccc(OC)c(C)c1C

# More structures follow:
mcGAS RapidFire | molecule
-4.2 | CCOC(=O)CCC(=O)Nn1cnc2c(cnn2-c2ccccc2)c1=O
-0.4 | CSc1ncc(-c2nnnn2-c2ccccc2)c(-c2ccc(F)cc2F)n1
-8.3 | c1cc2c(cc1OCc1nn[nH]n1)OCO2
-2.4 | O=C(c1ccc(Oc2ccccc2)o1)N1CCCC(Nc2ccc3c(c2)OCO3)C1 (stereo unspecified)
-10.3 | COCc1ccc(C(=O)Nc2cc3c(cc2Cl)OCO3)o1
-12.1 | Cc1c(CN(C)Cc2cccc3ncccc23)c(=O)n(-c2ccccc2)n1C
-12.8&-8.4 | CNC(=O)C1CCN(C(=O)c2cc3sc(N(C)C)nc3s2)CC1
-0.9 | S=c1[nH]c(-c2ccccc2)cn1N=Cc1ccc2c(c1)OCCO2

# (further entries)
mcGAS RapidFire | molecule
38.2 | COCCN=Cc1cc(I)cc(I)c1O
-3.5 | COC(=O)c1ccccc1SCC(=O)Nc1onc(C)c1C
-3.5 | C=CCNCCOc1cc(Cl)ccc1Cl
-5.6 | COc1ccc(F)cc1C(=O)C1CCCN(Cc2cccc3nonc23)C1 (stereo unspecified)
-26.4 | Cc1ncc(CO)c(CN2CC[C@@H](c3ccc4ccccc4c3)[C@H](O)C2)c1O
-5.1 | COCCN(Cc1ccsc1)C(=O)C1CC(=O)N(c2ccc(C)c(C)c2)C1 (stereo unspecified)
11.0 | N#CC(C#N)C(=N)C(C#N)CC(=O)N1CCCCCC1 (stereo unspecified)
-11.9 | O=C(c1cn(CCN2CCOCC2)nn1)N1CCCC(c2ccccc2)CC1 (stereo unspecified)

# Going on with the list.
mcGAS RapidFire | molecule
-0.9 | CC(=O)N1CCN(Cc2nc3c(Br)cc(Br)cc3c(=O)[nH]2)CC1
-9.0 | CCn1cc(-c2nnc(SCc3cccc4ccccc34)n2C)ccc1=O
-4.4 | O=C(c1cc(C2CC2)[nH]n1)N1CCC(=Cc2cc(Cl)ccc2Cl)CC1
6.6 | COCC(=O)N1CCC(Oc2ccc(C(=O)N(C)CC(O)c3ccccc3)cc2)CC1 (stereo unspecified)
0.8 | Cc1cc(C)n(CCc2c(-c3ccccc3)ncn2C(C)c2ncn[nH]2)n1 (stereo unspecified)
-10.1 | Cc1ccc2nc(CNC(=O)Cn3cnc4ccccc4c3=O)[nH]c2c1
-6.5 | Cc1c(-c2nccn2C2C=CS(=O)(=O)C2)c(=O)n(-c2ccccc2)n1C (stereo unspecified)
-5.8 | Cc1c(C(=O)NCc2ccc(F)cc2)c(C(F)(F)F)nn1C1CCCN(C)C1 (stereo unspecified)

# Following part:
mcGAS RapidFire | molecule
-2.2 | C=CCn1c(SCC(=O)NCC2CCCO2)nnc1C1CCCCC1 (stereo unspecified)
-3.6 | CCOC(=O)N1CCC(OC(=O)c2ccc(-c3ccccc3)nc2C)CC1
1.0 | CN(c1cccnn1)C1CCN(C(=O)C2CCc3ccccc32)CC1 (stereo unspecified)
16.4 | CCn1nc(-c2cc(N)nc3[nH]ccc23)nc1N(C)C
-3.8 | CC(C)NC(=O)Cn1c(CO)cnc1SCCc1ccccc1
-21.8 | CC1=C(C(=O)OC(C)C)C(c2cccs2)N2C(=O)CCSC2=N1 (stereo unspecified)
-6.1 | Cc1nn(CCC#N)c(C)c1CCC(=O)NOCc1ccccc1
-10.1 | CC1CCc2[nH]nc(-c3nc(C4CC4)nn3-c3ccccn3)c2C1 (stereo unspecified)

# The list goes on:
mcGAS RapidFire | molecule
-11.2 | Cc1cccc(C(=O)OCC(=O)OC(C)(C)C)c1O
-5.6 | CCc1ccsc1C(=O)Nc1cccc(CS(C)(=O)=O)c1C
-5.2 | Cc1ccc(CN(C)C(=O)c2c[nH]c3ccccc23)o1
2.5 | CCOC(=O)N1CCN(C2CCCN(C(=O)c3cccc(Cl)c3)C2)CC1 (stereo unspecified)
1.6 | O=C(c1ccncc1)N1N=C(C2CC2)CC1(O)C(F)(F)F (stereo unspecified)
-9.8 | CC(C)Oc1ccc(CN2CCC2(C)C(=O)Nc2ccccc2Cc2ccccc2)cc1 (stereo unspecified)
-2.1 | COc1ccc(Br)cc1S(=O)(=O)N1CCC(n2c(=O)[nH]c3ccccc32)CC1
-0.7 | COc1ccc([N+](=O)[O-])cc1NP(=Nc1nccs1)(c1ccccc1)c1ccccc1

# (cont.)
mcGAS RapidFire | molecule
9.0 | CC(C)(CCNC(=O)N(CCO)Cc1ccccc1)c1ccccc1
-2.4 | Cc1ccc(C)c(NC(=O)CSc2nc(=O)n3cc(Cl)ccc3n2)c1
-4.5 | COc1ncccc1CNC(C(=O)N1CCCC1)c1ccccc1 (stereo unspecified)
0.6 | Cc1nc(NCCNS(C)(=O)=O)cc(N2CCOCC2)n1
-8.6 | O=C(CCCCn1c(=O)[nH]c2ccccc2c1=O)N1CCN(c2ccc([N+](=O)[O-])cc2)CC1
8.3 | COC(=O)c1sccc1NS(=O)(=O)c1cc(C)ccc1C
-5.7 | O=C(c1ccc(Cl)cc1Cl)N1CCCC(OCc2cccc(OC(F)(F)F)c2)C1 (stereo unspecified)
-5.3 | Cc1[nH]c(=S)[nH]c(=O)c1CC(=O)O

# Next entries follow:
mcGAS RapidFire | molecule
-4.7 | O=C(CCl)N1CCN(S(=O)(=O)c2cccs2)CC1
-1.2 | COc1ccc(CC2CCCN2C(=O)c2scnc2Cl)cc1 (stereo unspecified)
-11.6 | CN(C)C(=O)COc1ccccc1CN1C[C@@H]2C3CCC(CC3)[C@@H]2C1
-6.1 | COc1coc(C(=O)N2CCN(c3ccccc3)CC2)cc1=O
-12.6 | CCn1ccnc1CN1CCC2(CCCN(Cc3cc(OC)ccc3F)C2=O)C1 (stereo unspecified)
-5.7 | O=C(CCn1cncn1)N1CCOC(CC(c2ccccc2)c2ccccc2)C1 (stereo unspecified)
-18.6 | Cc1cc(=O)oc2cc(CN3CCCC(Cn4ccnc4)C3)ccc12 (stereo unspecified)
-3.7 | CSCCC(Nc1ncnc2sc3c(c12)CCC3)C(=O)O (stereo unspecified)

# Part of the list above, set out differently.
CN(C)C(=O)COc1ccccc1CN1C[C@@H]2C3CCC(CC3)[C@@H]2C1
  mcGAS RapidFire: -11.6
COc1coc(C(=O)N2CCN(c3ccccc3)CC2)cc1=O
  mcGAS RapidFire: -6.1
CCn1ccnc1CN1CCC2(CCCN(Cc3cc(OC)ccc3F)C2=O)C1 (stereo unspecified)
  mcGAS RapidFire: -12.6
O=C(CCn1cncn1)N1CCOC(CC(c2ccccc2)c2ccccc2)C1 (stereo unspecified)
  mcGAS RapidFire: -5.7

# Fetched one by one from the list above, four records:
mcGAS RapidFire | molecule
-5.4 | CCCN1C(=O)c2ccccc2N(CC(=O)NC2CCN(C)CC2)C(=O)C1Cc1ccccc1 (stereo unspecified)
-6.1 | COc1coc(C(=O)N2CCN(c3ccccc3)CC2)cc1=O
38.2 | COCCN=Cc1cc(I)cc(I)c1O
-0.7 | CC1CCCC(C)N1C(=O)COC(=O)c1cccc(OC(F)F)c1 (stereo unspecified)

# Additional results.
mcGAS RapidFire | molecule
-18.1 | Cc1cc(NC(=O)OCC(F)(F)F)c2ccccc2n1
-6.3 | COc1ccc(-c2nc(CN3CCN(c4ccccc4)C(=O)C3)c(C)o2)c(F)c1
-5.4 | COc1ccccc1C(=O)NCc1ccccc1N1CCN(C)CC1
10.4 | COCCn1c(SCc2ccccc2C)nc2sc3c(c2c1=O)CCC3
-10.6 | CS(=O)(=O)N1CCOC(CNC2CCC3(CCNCC3)CC2)C1 (stereo unspecified)
4.9 | O=C(CCCn1cncn1)N1CCCC(Nc2ccc(F)cc2)C1 (stereo unspecified)
0.1 | CCSC(C)c1noc(CNC)n1 (stereo unspecified)
-16.8 | Cc1cc(C)cc(OCCC(=O)N2CCC(C(N)=O)CC2)c1

# Remaining list, next part
mcGAS RapidFire | molecule
-7.6 | Cc1c(NC=O)c(C(C)(C)C)cc(C(C)(C)C)c1[N+](=O)[O-]
-12.4 | CC(C)N1CCC(NC(=O)COc2ccc3ccccc3c2)CC1
5.4 | O=C1c2cccc3c(N4CCCCC4)ccc(c23)C(=O)N1c1ccccc1
-4.3 | N#Cc1ccc(Cn2cccn2)cc1
25.1 | Oc1[nH]c2ccccc2c1N=Nc1c(F)c(F)c(Cl)c(F)c1F
-9.6 | O=C1OC(/C=C/c2ccccc2)=NC/1=C/c1ccco1
-8.1 | CN1CCN(N=Cc2ccc(N(C)C)cc2)CC1
5.2 | Cn1c(=O)c2c(nc(N3CCOCC3)n2CCCc2ccccc2)n(C)c1=O

# (more compounds)
mcGAS RapidFire | molecule
-1.7 | CCC1CSC(=Nc2ccc(C)cc2)N1C(=O)CN1C(=O)NC2(CCCC2)C1=O (stereo unspecified)
-22.5 | Cn1c(=O)oc2cc(NS(=O)(=O)NCc3ccccc3)ccc21
-5.5 | O=C(NCCc1nnc(-c2ccccc2)o1)c1cc2c(s1)CCC2
-31.0 | COc1cccc(C(=O)NN=c2sc3ccccc3n2C)c1
10.1 | COC(=O)c1[nH]nc2c1C(C1=Cc3cc(Cl)ccc3OC1)CC(=O)N2 (stereo unspecified)
-13.1 | COc1ccc2c(c1OC)C(=O)N(c1cccc(F)c1)C2=O

# Screening results as filed in PubChem BioAssay.
